Assay outcomes: PubChem BioAssay, The Scripps Research Institute Molecular Screening Center
TEAD-YAP inh: TEAD-YAP interaction inhibition, primary screen, TEAD-YAP interaction inhibitor project, luminescence, HEK-TIYL cells; inhibition, % at 9.12 µM; AID 1259422, 2018; TEAD-Gal4/YAP UAS-luciferase luminescence; 1.4% of 640,000 active; in the data active = inhibition above about 32%;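 note: 0% = median of test compound wells and 100% = reference inhibitor wells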
MITF primary: MITF inhibitors, primary screen, biochemical, AlphaScreen, human; Microphthalmia-associated transcription factor (Homo sapiens), O75030; AlphaScreen MITF homodimerization, bead proximity signal; inhibition, % at 2.6 µM; 0.91% of 650,000 active; in the data active = inhibition above about 50%;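 note: 0% = vehicle wells with protein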
Target sequence (O75030 whole entry, looked up): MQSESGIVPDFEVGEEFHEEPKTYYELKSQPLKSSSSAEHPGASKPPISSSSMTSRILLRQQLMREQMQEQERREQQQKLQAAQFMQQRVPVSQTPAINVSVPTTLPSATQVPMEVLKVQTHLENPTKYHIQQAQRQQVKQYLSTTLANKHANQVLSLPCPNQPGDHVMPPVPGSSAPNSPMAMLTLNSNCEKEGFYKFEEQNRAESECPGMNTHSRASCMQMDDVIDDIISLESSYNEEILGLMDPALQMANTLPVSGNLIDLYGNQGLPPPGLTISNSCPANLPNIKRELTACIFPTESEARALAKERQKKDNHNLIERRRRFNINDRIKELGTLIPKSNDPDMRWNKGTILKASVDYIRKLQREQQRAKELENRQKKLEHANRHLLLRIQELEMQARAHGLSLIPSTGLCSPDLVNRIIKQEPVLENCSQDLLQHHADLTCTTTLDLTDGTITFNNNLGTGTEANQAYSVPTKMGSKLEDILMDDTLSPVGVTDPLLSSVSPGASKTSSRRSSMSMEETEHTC
FBW7 activator: FBW7 E3 ligase activators, primary screen, biochemical, AlphaScreen, human | F-box/WD repeat-containing protein 7 (Homo sapiens), Q969H0 | 0.13% of 650,000 active | AlphaScreen FBW7–phospho-cyclin E peptide binding, activator screen | normalized activity (activation), % at 26.1 µM | AID 1259310, 2017; in the data active = normalized activity above about 1.9%;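 note: purified mutant Fbw7 with reduced substrate affinity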
GPR151 activ: activators of human GPR151, primary screen, cell-based, PathHunter beta-arrestin, luminescence; activation, % at 11.2 µM; PathHunter beta-arrestin GPR151 cells; AID 1508602, 2020; G-protein coupled receptor 151 (Homo sapiens), Q8TDV0; 1% of 650,000 active; in the data active = activation above about 4.9%;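 note: 0% = median of compound wells and 100% = cells with positive control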
Target sequence (Q8TDV0 whole entry, looked up): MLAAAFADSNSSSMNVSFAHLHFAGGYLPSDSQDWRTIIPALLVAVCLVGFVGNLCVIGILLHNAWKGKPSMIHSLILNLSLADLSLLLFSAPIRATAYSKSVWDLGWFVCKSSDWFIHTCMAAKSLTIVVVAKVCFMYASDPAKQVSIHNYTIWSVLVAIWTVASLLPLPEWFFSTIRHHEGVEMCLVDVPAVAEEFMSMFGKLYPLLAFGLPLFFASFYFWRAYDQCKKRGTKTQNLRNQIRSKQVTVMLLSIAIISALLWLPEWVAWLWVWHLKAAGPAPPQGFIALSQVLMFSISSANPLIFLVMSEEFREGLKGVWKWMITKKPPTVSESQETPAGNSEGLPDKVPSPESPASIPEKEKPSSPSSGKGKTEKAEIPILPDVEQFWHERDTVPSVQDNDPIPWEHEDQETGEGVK
The depositor's hits bear a star; & = joins results of further samples.

Start of the listing, in advance, 4 compounds:
SMILES	TEAD-YAP inh	MITF primary	FBW7 activator	GPR151 activ
O=C1OC(Nc2ccccc2Br)c2ccccc21 (centres undefined)	15	1	0.2	0.2
CCOc1ccc(C2NCCc3cc(OCC)c(OCC)cc32)cc1OCC (centres undefined)	7	14	0.2	-0.5
CCOc1ccc2cc(C(N)=O)c(=Nc3ccccc3C)oc2c1	-16	4	0.2	0.4
COc1ccc(C2CC(=O)n3nc(-c4ccc(F)cc4)nc3S2)cc1OC (centres undefined)	6	10	0.5	1.0

This part in full, repeating the preview:
SMILES	TEAD-YAP inh	MITF primary	FBW7 activator	GPR151 activ
O=C1OC(Nc2ccccc2Br)c2ccccc21 (centres undefined)	15	1	0.2	0.2
CCOc1ccc(C2NCCc3cc(OCC)c(OCC)cc32)cc1OCC (centres undefined)	7	14	0.2	-0.5
CCOc1ccc2cc(C(N)=O)c(=Nc3ccccc3C)oc2c1	-16	4	0.2	0.4
COc1ccc(C2CC(=O)n3nc(-c4ccc(F)cc4)nc3S2)cc1OC (centres undefined)	6	10	0.5	1.0
COc1cc(C)ccc1CCCC(=O)N/N=C/c1cccc([N+](=O)[O-])c1	1	-4	-0.1	2.0
COCCNC(=O)C(=O)NCC1OCCCN1S(=O)(=O)c1ccc(OC)cc1 (centres undefined)	-6	7	0.0	1.9
CCN(CC)c1nc(-c2ccc([N+](=O)[O-])cc2)nc2ccccc12	3	16	-0.1	-0.4
Cc1cc(CC(=N)N)c(C)cc1CC(=N)N	-5	6	0.0	5.4*
O=S(=O)(c1ccc(Cl)cc1)N1CCC(n2cccc2)CC1	0	9	-0.2	-0.8
O=C1CC(O)(C(F)F)Oc2c1ccc1ccccc21 (centres undefined)	0	-11	0.0	-3.9
Cc1ccc(N(CC(O)CN2CCOCC2)S(=O)(=O)c2ccc([N+](=O)[O-])cc2)cc1 (centres undefined)	9	5	0.2	-0.6
O=C1CC[C@@H]2CN(Cc3cc(F)ccc3F)CC[C@@H]2N1CCCn1ccnc1	14	-7	-0.3	0.2
CC(=O)C1=C(C)NC(SCc2ccccc2)=C(C#N)C1c1cccs1 (centres undefined)	-9	-5	0.9	-0.3
CC(=O)c1ccc(N2CCN(CC(=O)Nc3cc(Cl)ccc3Cl)CC2)cc1	6	-3	0.0	0.5
CCOC(=O)C1(CCCc2ccccc2)CCN(C(=O)c2cncs2)CC1	-9	4	0.0	0.3
CC(NC(=O)COC(=O)CC1CCCC1)c1ccccc1 (centres undefined)	-4	0	0.0	0.5
CC1=CC2=NC(=O)/C(=C\c3ccc(OC(=O)c4ccccc4)cc3)C(=N)N2O1	10	10	-0.1	1.8
CC(C)(C)C1=NN(CC(=O)N2CCN3CCCC3C2)C(=O)c2cc3ccccc3n2C1 (centres undefined)	-9	0	-0.1	-0.1
Cc1ccc(C)c(N(CC(=O)O)S(=O)(=O)c2ccccc2)c1	6	9	0.0	3.6
CSc1ccc(S(=O)(=O)Nc2ccc(F)c(F)c2)cc1	9	1	0.2	0.5
CN(c1ccccc1)S(=O)(=O)c1ccc(Cl)c(C(=O)OCC(N)=O)c1	1	5	0.0	-0.4
CC(C)Cn1c(=O)c2sccc2n2c(CCC(=O)N3CCN(c4ccccc4)CC3)nnc12	-10	-17	0.1	-0.9
CC(C)=CCN1CCN(c2ccc3c(c2)CCC3)C1=O	-53	-4	0.1	0.5
CC[C@H](C)[C@H](NC(=O)c1ccc(Cl)cc1)C(=O)N(CC(N)=O)C(C)C	2	3	0.0	0.1
CC(=O)Nc1cnc(NC(=O)c2cccc(F)c2)cc1C	3	-9	0.2	-0.9

Going on with the list:
SMILES	TEAD-YAP inh	MITF primary	FBW7 activator	GPR151 activ
CCCCC(C(=O)Nc1ccc(OC)cc1)N1C(=O)C2C3c4ccccc4C(c4ccccc43)C2C1=O (centres undefined)	0	10	0.1	2.1
O=C(CSc1nnc(-c2ccc(Cl)cc2)o1)N1CCCC1	-12	-7	0.1	-0.7
O=C(NCC1(CO)CC1)c1ccccc1Br	0	7	0.1	0.5
O=C(NC1CC1)C1CCN(c2ccc(-c3ccccc3)nn2)CC1	10	-1	0.1	-4.6
Cc1ccc2nsnc2c1NC(=O)c1cccc(Cl)c1	-2	15	0.3	-0.8
CCCNC(=O)c1nn2c(c1Br)NC(c1cccs1)CC2C(F)(F)F (centres undefined)	-3	1	0.1	-0.1
O=c1cc(-c2ccccc2)oc2cc(O)cc(O)c12	29&26	-12&19	-0.3&-0.2	-3.1&-3.3
CCOc1ccc(C2=Nc3ccc(F)cc3C(c3cccnc3)=NN2)cc1	-1	9	0.1	-0.6
COc1ccc(NC(=O)CN2C(=O)CC(c3ccccc3)Sc3ccccc32)cc1 (centres undefined)	1	-3	0.1	-1.4
O=C(OCc1nnc(-c2ccc(Cl)cc2)o1)c1cc[n+]([O-])cc1	-8	5	0.0	0.4
O=C(O)CCCN=C1CCc2ccccc2N1	-6	12	0.1	3.5
Cn1c(=O)c2c(nc(N3CCN(Cc4ccccc4)CC3)n2Cc2ccccc2)n(C)c1=O	4	12	0.0	-0.3
O=C(/C=C/c1ccccc1)N1CCC(c2nc3ccccc3[nH]2)CC1	0	6	-0.1	1.7
COc1cc(NC(=O)C2CCN(S(=O)(=O)c3cccnc3)CC2)cc(OC)c1OC	2	12	0.0	-1.0
COCCNc1nc(SCc2ccccc2F)nc2ccccc12	-5	6	0.0	-0.9
Cc1ccc(C2C3C=CC4(O3)C2C(=O)N(C2CCCC2)C4C(=O)NC2CCCC2)cc1 (centres undefined)	-1	-6	-0.2	-0.2
Fc1cccc(-c2cn[nH]c2C2CCN(Cc3ccco3)CC2)c1	9	9	0.1	-2.0
O=C(CC1Sc2ccccc2NC1=O)Nc1cccc(Cl)c1 (centres undefined)	-11	0	-0.1	0.9
NNC(=O)/C(=C\c1cccc([N+](=O)[O-])c1)NC(=O)c1ccccc1	-3	-6	-0.2	0.1
O=C(NCCc1ccccc1)c1ccc2c(c1)NC(=O)C(CSCc1ccccc1Cl)N2 (centres undefined)	-10	-8	-0.1	-1.7
Cc1ccc(N(C)C(=O)c2cnc(N3CCN(c4ncccn4)CC3)c3ccccc23)cc1C	-5	19	0.1	-1.0
CCn1cnc2cc(N3Cc4ccccc4C3=N)ccc21	-6	-11	-0.1	-0.3
O=C(O)C1CCN(/C=C/C(=O)C(F)(F)F)CC1	1	-2	0.6	-2.2
CC(Cl)C(=O)NNC(=O)c1ccccc1 (centres undefined)	2	3	0.2	-0.7
COc1ccc(Cl)c2sc(NC(=O)c3ccccc3SC)nc12	5	6	-0.1	-0.9

Additional structures:
SMILES	TEAD-YAP inh	MITF primary	FBW7 activator	GPR151 activ
CCc1ccc(NC(=O)C(=O)NCC2CCCN2S(=O)(=O)c2ccccc2)cc1 (centres undefined)	11	15	0.1	-0.1
Cc1cccc(-n2cc(-c3ccccc3)nc2SCC(=O)Nc2ccc(Cl)cc2)c1	-8	11	-0.1	6.3*
Cc1cc([N+](=O)[O-])ccc1NC(=O)CSc1nccc(=O)[nH]1	2	-6	-0.3	-1.8
O=C(CN1CCN(Cc2ccccc2)CC1)Nc1ccc(C(=O)N2CCCCC2)cc1	3	65*	0.0	1.0
Nc1ccc(O)c(-c2nc3cc(N)ccc3s2)c1	-63	-4	-0.2	-6.8
CN(Cc1c(C(=O)N2CCCCC2)nc2sccn12)CC1COCCO1 (centres undefined)	6	3	0.0	-0.1
CNC(=O)COC(=O)c1cccc(OC)c1OC	8	15	-0.1	-0.7
COc1cc(Nc2nc(-c3ccc(C(=O)N4CCN(C)CC4)cc3)nc3c2ncn3-c2ccccc2)cc(OC)c1OC	0	-2	-0.1	-1.5
COc1nc(NCCN(C(C)C)C(C)C)nc(Nc2ncccn2)n1	2	-5	0.1	-0.7
O=C(Nc1cccc(F)c1)c1ccc(Br)o1	-8	5	0.0	-0.8
CCc1ccccc1N1C(=O)C2C3c4ccccc4C(CO)(c4ccccc43)C2C1=O (centres undefined)	9	-3	0.0	0.8
O=C(Nc1c2c(nn1-c1ccccc1)CSC2)c1ccc(S(=O)(=O)N2CCCCC2)cc1	7	7	0.0	-0.7
CN(C)C(=O)c1ccc(N2CCC(NCc3cn[nH]c3-c3ccc(Cl)cc3)CC2)cc1	-2	11	-0.1	-0.7
O=[N+]([O-])c1ccc(NCCOc2ccc(F)cc2)nc1	12	12	0.0	0.2
CCOC(=O)C1CCCN(Cc2cccc([N+](=O)[O-])c2)C1 (centres undefined)	-5	26	0.1	-0.3
CC1=C(C(=O)OC(C)C)C(c2cc(Br)ccc2F)C2=C(CC(c3cccs3)CC2=O)N1 (centres undefined)	-4	-2	0.0	2.1
CC(=O)Nc1ccc(NC(=O)c2cccc(-c3ccc(N4CCOCC4)nc3)c2)cc1	-78	-13	0.0	-0.3
O=[N+]([O-])c1ccc(S(=O)(=O)NCc2cccnc2)cc1	4	-4	-0.2	1.4
CCOc1ccc(C2CCC(=O)NC2=O)cc1 (centres undefined)	-5	-2	0.1	-0.1
Cc1ccc(C(=O)N2CCN3C(=O)[C@H](CO)N(C)C(=O)[C@H]3C2)cc1	1	11	0.4	0.9
CCCOc1ccc(COC2C(C3COC(C)(C)O3)OC3OC(C)(C)OC32)cc1 (centres undefined)	13	11	0.1	-0.5
CC(=O)C(Sc1ccc2nnc(-c3ccc(F)cc3)n2n1)C(=O)N(C)C (centres undefined)	14	12	0.0	-0.2
COc1cccc(-c2nc(CSCC(=O)NC3CCC(C)CC3)c(C)o2)c1 (centres undefined)	-8	-2	-0.1	-1.2
Cc1oc2ccc(NS(=O)(=O)c3ccccc3)cc2c1C(=O)O	-3	29	0.0	1.5
CCCOC(=O)C1=C(C)NC2=C(C(=O)CC(C)(C)C2)C1c1ccc(N(CC)CC)cc1 (centres undefined)	14	-4	-0.3	1.3

Next records follow:
Every second line gives: TEAD-YAP inh | MITF primary | FBW7 activator | GPR151 activ
> COc1cc(/C=C2/N=C(c3ccc(-c4ccccc4)cc3)OC2=O)cc(OC)c1OC
 : -2 | -4 | 0.0 | 0.0
> O=C(N/N=C/c1ccc(F)cc1)c1ccco1
 : -85 | -4 | -0.2 | -3.4
> COC(=O)c1c2ccccc2nc2cc(OC)cc(OC)c12
 : 2 | 0 | 0.4 | 0.1
> O=C(CNC(=O)c1ccc(Cl)cc1Cl)OC1CCCCC1=O (centres undefined)
 : -7 | -13 | -0.1 | -1.6
> COc1ccc(OC)c(NC(=O)c2cc3cc(OC)ccc3oc2=Nc2ccc(C(=O)O)cc2)c1
 : 9 | 24 | 0.6 | -1.2
> NS(=O)(=O)c1cccc(NC(=O)COc2ccccc2[N+](=O)[O-])c1
 : 25 | -14 | 0.0 | 0.1
> CCOC(=O)C1=C(C)N=c2s/c(=C\c3cc(Cl)c(OCC(=O)O)c(Cl)c3)c(=O)n2C1c1cc(OC)c(OC)c(OC)c1 (centres undefined)
 : -2 | 8 | 0.0 | -2.1
> CC(C)OCCCNc1ncnc2c1cnn2C
 : -11 | -3 | 0.0 | 2.2
> COc1cc2c(cc1OC)C(C(=O)O)C(c1ccc(C)cc1C)N(C)C2=O (centres undefined)
 : 9 | 14 | 0.2 | -0.5
> COc1ccc(CCNC(=O)c2cccc(-c3csc4ccccc34)c2)cc1
 : 19 | -3 | 0.1 | 3.4

Fetched one by one from above:
Every second line gives: TEAD-YAP inh | MITF primary | FBW7 activator | GPR151 activ
> COc1ccc(OC)c(NC(=O)c2cc3cc(OC)ccc3oc2=Nc2ccc(C(=O)O)cc2)c1
 : 9 | 24 | 0.6 | -1.2
> COc1cc2c(cc1OC)C(C(=O)O)C(c1ccc(C)cc1C)N(C)C2=O (centres undefined)
 : 9 | 14 | 0.2 | -0.5
> COc1cc(/C=C2/N=C(c3ccc(-c4ccccc4)cc3)OC2=O)cc(OC)c1OC
 : -2 | -4 | 0.0 | 0.0

Additional entries follow.
Every second line gives: TEAD-YAP inh | MITF primary | FBW7 activator | GPR151 activ
> COc1ccc2nc(N3CCN(Cc4ccccn4)CC3)c(C#N)cc2c1
 : 0 | -9 | -0.2 | 0.5
> N#Cc1ccc(C(=O)OCC(=O)c2ccc(F)cc2)cc1
 : 5 | -1 | -0.1 | 0.9
> COC(=O)c1ccc(C(=O)OC)c(NC(=O)c2cc(-c3ccc(C)cc3)nc3ccccc23)c1
 : -3 | 6 | 0.4 | -1.5
> CCN(CC)c1ccc(NC(=O)c2c(OC)cccc2OC)c(C)c1
 : -3 | -11 | -0.1 | -0.5
> CC1(C)Cc2cccc(C(=O)NCc3ccco3)c2O1
 : -1 | 5 | 0.0 | -0.5
> O=C1C2C3CCC(O3)C2C(=O)N1c1ccccc1O (centres undefined)
 : 7 | 10 | 0.3 | 2.2
> COc1ccc(C(=O)Oc2c(Br)cc(C(=S)N3CCOCC3)cc2Br)cc1
 : 0 | 20 | 0.0 | -2.4
> Fc1ccccc1-n1nnnc1SCc1cc2c(cc1Cl)OCO2
 : -8 | 4 | 0.1 | -0.2
> COc1cccc(OC)c1OCCCOc1ccc(F)cc1
 : -7 | -14 | 0.0 | -0.7
> COc1ccc(S(=O)(=O)NCc2nc(-c3ccncc3)nn2S(=O)(=O)c2ccc(OC)cc2)cc1
 : 0 | 29 | 0.0 | -1.1
> COc1cc(NC(=O)C(C(C)C)N2Cc3ccccc3C2=O)cc(OC)c1 (centres undefined)
 : 3 | 2 | 0.2 | 0.4
